Source: PubChem BioAssay
miR-122 sensor: inhibitors of miR-122 in Huh7 cells; Huh7 miR-122 Renilla luciferase sensor, 48 h; neutral wells = 0, positive control = 100; activation (reporter increase), % at 12.5 µM; hit rate 0.3% among 340,000;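 active means mean replicate activation score at least 90 and every replicate individually at or above 90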;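 further: higher luciferase means less miR-122 activity so hits act as miR-122 inhibitors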
EWS-Fli block: inhibitors of EWS/Fli oncoprotein transcriptional activity. inhibition, % at 12.6 µM. A673 NR0B1-luciferase reporter, viability-normalised. hit rate 0.67% among 350,000;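 active means mean inhibition of at least 50% after viability correction, with every replicate also passing that limit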;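 further: firefly luciferase signal divided by Alamar Blue viability fluorescence both relative to DMSO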
FN deposition inh: fibronectin deposition inhibition | inhibition, % at 12.6 µM | AH1F fibroblasts, Alexa488-fibronectin deposition fluorescence, overnight | hit rate 0.086% among 350,000;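 active means mean inhibition across replicates of 30% or more, regardless of how many single replicates reach that level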;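 further: positive control wells lacked labelled fibronectin entirely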
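Material: AH1F fibroblast monolayer depositing Alexa488-labelled fibronectin into matrix / Amount: 10000 AH1F cells per well / Signal: fluorescence 485/525 nm / Medium: DMEM, 2% serum / Compound: single dose, pinned / Incubation: 1 h cell adhesion before compound, then overnight fibronectin incubation / Reagent: Alexa488-FN, 24 nM final / Read-out: inhibition of fibronectin deposition signal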
PAX8 reporter: lowers PAX8-driven luciferase in RMG-I cells; RMG-I TPO-luciferase reporter, SteadyGlo, 24 h; inhibition, % at 12.6 µM; hit rate 1.2% among 360,000; AID 652154;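 active means mean replicate inhibition at least 60% with every replicate also reaching 60%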;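 further: luciferase light reporting Pax8 driven TPO promoter activity; plate controls were median of neutral control wells for no effect and mitoxantrone controls for full effect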
GSIS activator: primary screen for activators of insulin secretion dependent on glucose, INS-1E cells, GLuc reporter luminescence; activation, % at 16.6 µM; INS-1E GLuc reporter insulin secretion, 2-3 h; hit rate 0.61% among 370,000;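 active means lowest replicate activation of at least 40%, so every replicate reaches that level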;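 further: 0% = median of neutral control wells and 100% = median of IBMX positive control wells; some compounds called inactive have numbers as strong as hits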
An asterisk follows results filed as active; · = no result given; & = joins results of further samples.

Start of the data: the first 16 compounds, to show the layout:
SMILES,miR-122 sensor,EWS-Fli block,FN deposition inh,PAX8 reporter,GSIS activator
CCOC(=O)C1CCN(C(C)C(=O)c2c(C)[nH]c3cc(C)ccc23)CC1 (configuration not stated),0,·,·,·,-6
COC(=O)C1=C(N)Oc2c(c(=O)oc3ccccc23)C1c1cccnc1 (configuration not stated),1,·,·,·,8
C=CP(=O)(O)c1ccccc1,-5,·,·,·,0
CCC12CN3CC(CC)(CN(C1)C3c1cccnc1)C2=O (configuration not stated),-1,·,·,·,5
O=C(NC1(C(F)(F)F)Oc2ccc(Cl)cc2O1)N1CCC2(CC1)OCCO2 (configuration not stated),-9,·,·,·,17
OC1(CN2CCOCC2)C2CC3CC(C2)CC1C3 (configuration not stated),-4,·,·,·,8
COc1ccc(C(=O)CC2C(=O)N(C)C(=O)N(C)C2=O)cc1,4,·,·,·,-6
CCCCOC(=O)C1=C(N)OC2=C(C(=O)CCC2)[C@]12C(=O)N(C)c1ccccc12,-3,·,·,·,25
CCC(CC)C(=O)NC1CCSC1=O (configuration not stated),7,·,·,·,22
COc1ccc2c(c1OC)C(=O)OC2c1c(O)n(Cc2ccc(F)cc2)c(=O)[nH]c1=O (configuration not stated),0,·,·,·,2
CSc1ncc(Cl)c(C(=O)O)n1,-3,·,·,·,23
CCc1ccc(C(=O)C23CN4CN(CN(C4)C2)C3)cc1,-5,·,·,·,25
CCOC(=O)N(c1ccccc1)P1(=S)OCC(C)O1 (configuration not stated),-3,·,·,·,35
COc1ccccc1-n1c(-c2ccoc2)nc2ccccc2c1=O,-4,·,·,·,26
CC1(C)N(O)C2CCCCC2N1O (configuration not stated),-8,·,·,·,1
O=C1CC(N2CCC(n3c(=O)[nH]c4ccccc43)CC2)C(=O)N1c1ccc(F)cc1 (configuration not stated),2,·,·,·,0

Results (from the top)
SMILES,miR-122 sensor,EWS-Fli block,FN deposition inh,PAX8 reporter,GSIS activator
CCOC(=O)C1CCN(C(C)C(=O)c2c(C)[nH]c3cc(C)ccc23)CC1 (configuration not stated),0,·,·,·,-6
COC(=O)C1=C(N)Oc2c(c(=O)oc3ccccc23)C1c1cccnc1 (configuration not stated),1,·,·,·,8
C=CP(=O)(O)c1ccccc1,-5,·,·,·,0
CCC12CN3CC(CC)(CN(C1)C3c1cccnc1)C2=O (configuration not stated),-1,·,·,·,5
O=C(NC1(C(F)(F)F)Oc2ccc(Cl)cc2O1)N1CCC2(CC1)OCCO2 (configuration not stated),-9,·,·,·,17
OC1(CN2CCOCC2)C2CC3CC(C2)CC1C3 (configuration not stated),-4,·,·,·,8
COc1ccc(C(=O)CC2C(=O)N(C)C(=O)N(C)C2=O)cc1,4,·,·,·,-6
CCCCOC(=O)C1=C(N)OC2=C(C(=O)CCC2)[C@]12C(=O)N(C)c1ccccc12,-3,·,·,·,25
CCC(CC)C(=O)NC1CCSC1=O (configuration not stated),7,·,·,·,22
COc1ccc2c(c1OC)C(=O)OC2c1c(O)n(Cc2ccc(F)cc2)c(=O)[nH]c1=O (configuration not stated),0,·,·,·,2
CSc1ncc(Cl)c(C(=O)O)n1,-3,·,·,·,23
CCc1ccc(C(=O)C23CN4CN(CN(C4)C2)C3)cc1,-5,·,·,·,25
CCOC(=O)N(c1ccccc1)P1(=S)OCC(C)O1 (configuration not stated),-3,·,·,·,35
COc1ccccc1-n1c(-c2ccoc2)nc2ccccc2c1=O,-4,·,·,·,26
CC1(C)N(O)C2CCCCC2N1O (configuration not stated),-8,·,·,·,1
O=C1CC(N2CCC(n3c(=O)[nH]c4ccccc43)CC2)C(=O)N1c1ccc(F)cc1 (configuration not stated),2,·,·,·,0
CC(=NCCN1CCCCC1)c1c(O)n(-c2ccc(Cl)cc2)c(=O)[nH]c1=O,2,·,·,·,4
O=C(COc1ccc2ccccc2c1)N1CCN(Cc2ccncc2)CC1,-3,·,·,·,9
CC(C)N1CC=C(c2c[nH]c3ccccc23)CC1,9,·,·,·,11
CCN1CCC2(CC1)NC(CO)(CO)CO2,3,·,·,·,10
Cc1cc(C)n(CCOC(=O)C2C(C=C(Cl)Cl)C2(C)C)n1 (configuration not stated),-4,·,·,·,-27
CC12CN3C(O)C(C)(C1)CC(C)(C2)C3O (configuration not stated),-3,·,·,·,17
O=P(NS(=O)(=O)c1ccc(Cl)cc1)(Oc1ccccc1)Oc1ccccc1,2,·,·,·,17
COC(=O)c1c(N)n(Cc2ccc(OC)cc2)c2nc3ccccc3nc12,-8,·,·,·,13
CCCOc1ccccc1C1SCC(=O)Nc2c1c(=O)[nH]n2C(C)CCC (configuration not stated),-2,·,·,·,-16
c1ccc2c(CCNC3=NCCC3)c[nH]c2c1,0,·,·,·,-1
CN(C)C(=O)Oc1ccc(Cl)c2ccccc12,-4,·,·,·,22
CN1C(=O)N(C)C(=O)C(CCc2ccccn2)(CCc2ccccn2)C1=O,-4,·,·,·,19
Nc1c(C(=O)NCc2ccco2)c2nc3ccccc3nc2n1Cc1ccc(F)cc1,0,·,·,·,-25
CC(N)C(=O)c1ccco1 (configuration not stated),3,·,·,·,4
CC(=O)N1N=C2C3CCN(CC3)C2C1c1ccccc1 (configuration not stated),-1,·,·,·,12
CCN1c2nc3ccccn3c(=O)c2CC2(C(=O)N(C)C(=O)N(C)C2=O)C1C (configuration not stated),1,·,·,·,-12
O=P(Nc1ccccc1)(Nc1ccccc1)Oc1cccc(Cl)c1,85,·,·,·,-17
COC(=O)c1ccccc1-n1c(C)nc2ccccc2c1=O,-4,·,·,·,21
Cc1ccc2c(c1)CC1(CN2C)C(=O)NC(=O)N(c2ccc(C)c(C)c2)C1=O (configuration not stated),5,·,·,·,6
CCN(CC)CC(=O)Nc1ccc(Cl)cc1C(=O)c1ccccc1,6,·,·,·,-16
CCC1(OC(=O)CN)C(=O)OCc2c1cc1n(c2=O)Cc2cc3ccccc3nc2-1 (configuration not stated),-1,·,·,·,8
COc1ccc(NC(=S)NC(NC(=O)CF)C(Cl)(Cl)Cl)c([N+](=O)[O-])c1 (configuration not stated),2,·,·,·,14
Cc1cccc(S(=O)(=O)N2[C@@H]3c4ccc(-c5ccc(F)cc5)c(=O)n4C[C@H]2[C@H](CO)[C@H]3C(=O)O)c1,·,0,·,·,2
COC(=O)[C@H]1[C@H](CO)[C@H]2Cn3c(ccc(-c4ccccc4OC)c3=O)[C@@H]1N2Cc1ccccc1,·,-13,·,·,3

As entered above.
GSIS activator, O=P(Nc1ccccc1)(Nc1ccccc1)Oc1cccc(Cl)c1 is entered as -17
GSIS activator, CCN1c2nc3ccccn3c(=O)c2CC2(C(=O)N(C)C(=O)N(C)C2=O)C1C (configuration not stated) is entered as -12

A second format for two compounds above:
> O=P(Nc1ccccc1)(Nc1ccccc1)Oc1cccc(Cl)c1
  miR-122 sensor = 85 | EWS-Fli block = · | FN deposition inh = · | PAX8 reporter = · | GSIS activator = -17

> COC(=O)c1ccccc1-n1c(C)nc2ccccc2c1=O
  miR-122 sensor = -4 | EWS-Fli block = · | FN deposition inh = · | PAX8 reporter = · | GSIS activator = 21

Going on with the list.
SMILES,miR-122 sensor,EWS-Fli block,FN deposition inh,PAX8 reporter,GSIS activator
O=C(C1CCCN(S(=O)(=O)c2cccc3nsnc23)C1)N1CCC2(CC1)OCCO2 (configuration not stated),·,·,1,12,·
Cc1cc(OCc2nn[nH]n2)c2c3c(c(=O)oc2c1)CCCC3,·,·,-1,1,·
O=C1NC(=O)C(=CN2CCc3ccccc32)C(=O)N1,·,·,·,12,8
O=C1C2(c3ccccc3)CN3CN(C2)CC1(c1ccccc1)C3,·,·,18,·,9
CC1CCCN(CC(=O)N2CCCc3ccccc32)C1 (configuration not stated),·,·,4,·,21
O=C(c1ccccc1F)c1cn(Cc2ccccc2)c2ccccc12,·,·,-8,·,-17
CCc1sc(C(=O)N2CCC3(CC2)OCCO3)cc1Br,·,·,-3,·,18
C=CCN1[C@@H]2CN(S(C)(=O)=O)C[C@H]1C2c1ccccc1 (some centres not stated),·,·,4&-5,·,1&19
CC(=O)N1C[C@@H]2C(c3ccccc3)[C@H](C1)N2C (some centres not stated),·,·,-6&-2,·,-8&-3
CN1C[C@@H]2N[C@H](C1)C2c1ccc(Br)cc1 (some centres not stated),·,·,-5,·,-6
CS(=O)(=O)N1CC2NC(C1)C2c1ccc(Br)cc1 (configuration not stated),·,·,-13,·,5
CCN(CC)C(=O)c1ccc(NC(=O)CSc2nnnn2-c2cc(OC)ccc2OC)cc1,·,·,-5,·,-10
O=C(C1c2ccccc2C(=O)N2CCc3ccccc3C12)N1CCC2(CC1)OCCO2 (configuration not stated),·,·,-6,·,23
OC[C@@H]1Nc2ccc(C#Cc3cccnc3)cc2[C@@H]2NCC[C@H]12,·,·,8,·,28
Cc1ccc(N2C(=O)NC(=O)/C(=C/c3cnn(-c4ccc(C)cc4)c3)C2=O)cc1,·,·,-3,·,12

Only part of the results is shown, so the mix of outcomes need not match the whole.
